p53ts 39C tox: kills p53ts cells at the nonpermissive temperature | 130,000 compounds, 1.5% hits | H1299-p53A138V viability at 39C, ATP luminescence, 24 h | Potency, µM (series often up to 46.1 µM), for inactives: top-dose activity change, negative = cell killing, hits mostly cytotoxic | AID 902; further: nearly all actives have a fitted effect of over 55% in size
p53ts 32C tox: p53ts cell cytotoxicity, permissive temperature; H1299-p53A138V at 32C, ATP luminescence viability, 24 h; Potency, µM (top dose mostly 46.1 µM), for the others: top-dose activity change, negative = cytotoxicity, most hits filed as cytotoxic; 130,000 compounds, 0.93% hits;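 further: 0% = DMSO and -100% = full killing by reference compound; nearly all actives have a fitted effect of over 55% in size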
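ATP-content luminescence (ATPlite) read-out after 24 h compound exposure at 32C in H1299-p53A138V cells (600/well). Tested up to 46 uM. Normalized to DMSO (0%) and 100 uM tamoxifen (100% killing); Hill-fit AC50.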
IkB signaling: suppresses IkB signaling in ABC-DLBCL reporter cells; ABC-DLBCL IkBa-CBG/CBR dual luciferase ratio, 4 h; response scale: scaled: untreated 0%, proteasome inhibitor 100%; Potency, µM (titrated, usually from 57.1 µM), for inactives: at the top dose IkBa stabilization activation; 110,000 compounds, 0.04% hits; active means well fitted curve in the direction sought with a large enough effect in the signal ratio, not every such curve was filed as active; inconclusive means small, poorly fitted or top-dose-only effect, or a change in a side signal; the % refers to the signal ratio;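 further: the direction sought is a rising ratio; 0% = basal untreated cells and 100% = reference inhibitor full response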
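In this assay, an IκBα–CBG68 fusion accumulates when IKK-driven degradation is blocked; native CBR normalizes for cell number. OCI-Ly3 cells were treated 4 h with compound and doxycycline, then green and red light read after Chroma-Glo addition.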
Peg3 imprint: induces erasure of genomic imprints in mouse ES cells. mouse ES Peg3-LacZ reporter, beta-gal luminescence, 40 h. 110,000 compounds, 0.02% hits. Potency, µM (doses to about 60.7 µM), for inactives: at the top dose activity change, positive = activation, most hits filed as activators;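 further: 0% = negative control wells on the plate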
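Readout: BetaGlo luminescence (5 min, room temp) for LacZ from the normally silent maternal Peg3 allele in female Peg3LacZ-Neo ES cells. Cells 300/well, 40 h, 37C, 5% CO2. Data normalized per plate to negative controls.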
* hit, by the source's call; ? = inconclusive; · = not tested or not shown; & = joins results of further samples; [ ] = remark or other dose. Unless noted, the call rests on the fitted dose curve; in most records, active means well fitted curve in the direction sought with a large enough effect; inconclusive means small, poorly fitted or top-dose-only effect, or another doubt; inactive means no such curve, though single readings can be large; an effect the other way counts as inactive or inconclusive. Unless noted, on the % scale 0 is the no-effect control and ±100 the full control effect; potency means the concentration at half of the fitted maximal effect. Not all compounds are listed; rates above refer to the full screens.

SMILES	p53ts 39C tox	p53ts 32C tox	IkB signaling	Peg3 imprint
Cn1c(O)c(C=NCc2ccco2)c(=O)n(C)c1=O	-2%	22%	-1.2%	1%
CCC(=NCCCN(C)C)c1c(O)n(-c2ccc(OC)cc2)c(=O)[nH]c1=O	-4%	-2%	2.4%	-1%
CC(C)c1ccc(OCC(=O)N2CCN(CCc3ccccn3)CC2)cc1	0%	-7%	-0.8%	-12%[10.9 µM]
CCOC(=O)C1OC1(C)c1ccccc1 (centres undefined)	1%	16%[1.84 µM]	-0.9%	21%
c1ccc([C@H]2CNCc3ccccc32)cc1	-18%	-12%	0.3%	-24%
CCC(=NCc1ccco1)c1c(O)n(C2CCCCC2)c(=O)[nH]c1=O	8%	12%	-3.4%	-11%
Nc1ccc(Cl)cc1N	-7%	10%[1.84 µM]	?	-17%
Cc1ccc(C2C(S(C)(=O)=O)=C(O)C(=O)N2c2ccccc2)cc1 (centres undefined) (tested in a mixture with another compound)	1%	-4%	-1.6%	-12%
Cc1nc2ccccc2c(=O)n1-c1ccccn1	-2%	-4%	·	·
O=P(OCC(F)(F)C(F)F)(N1CCOCC1)N1CCOCC1	10%	-12%	-0.1%	1%
O=C(c1cc2nc(-c3ccccc3)cc(-c3ccccc3)n2n1)N1CCC2(CC1)OCCO2	-9%	2%	0.4%	12%
CCOCCCN=Cc1c(O)n(Cc2ccccc2)c(=O)[nH]c1=O	-10%	9%	-2.9%	-2%
O=C(O)[C@H]1CCN1	6%	6%	4.2%	·
CC(C)NP(=O)(NC(C)C)OP(=O)(NC(C)C)NC(C)C	8%	22%	8.5%	-12%
CCOC(=O)C1=C(N)Oc2cc(C)oc(=O)c2C12C(=O)N1c3c(cc(OC)cc32)C(C)=CC1(C)C (centres undefined)	3%	7%	-1.6%	-18%
O=c1[nH]c(=O)n(Cc2ccc(F)cc2)c(O)c1C=NCCCN1CCOCC1	7%	1%	-1.5%	-5%
CC12CN3CC(C)(CN(C1)C3c1cccnc1)C2=O (centres undefined)	5%	-8%	-2.1%	2%
O=c1cccc2n1CC1CC2CN2CCCCC12 (centres undefined)	8%	-3%	·	7%
O=C(Cc1ccccc1)Oc1cccc(N2C(=O)CCC2=O)c1	-1%	-2%	1.5%	-1%
Cc1cccc(CS(=O)(=O)Cc2ccc(C(=O)N3CCC4(CC3)OCCO4)o2)c1	3%	-6%	-1.1%	-2%
C=C(CC1(C(C)NP(=O)(c2ccccc2)c2ccccc2)CC1)c1ccccc1 (centres undefined)	?	26%	·	-20%
COc1cc([C@@H]2c3cc4c(cc3[C@H](O)[C@H]3COC(=O)[C@H]23)OCO4)cc(OC)c1OC	-14%	-2%	·	-16%&-20%
c1ccc2c(NC3=NCCS3)cccc2c1	0%	11%	2.5%	-14%
CC(c1ccccc1)n1cncc1C(=O)N1CCCC1=O (centres undefined)	8%	-3%	-0.2%	-2%
Cc1ccc(C2CC(=O)C(C=NCCN3CCN(C(=O)Cc4ccccc4)CC3)=C(O)C2)cc1 (centres undefined)	1%	1%	3.0%	-18%

Profiles as entered above. Screens in order: p53ts 39C tox, p53ts 32C tox, IkB signaling, Peg3 imprint
Results for O=P(OCC(F)(F)C(F)F)(N1CCOCC1)N1CCOCC1 : 10%, -12%, -0.1%, 1%
Results for Nc1ccc(Cl)cc1N : -7%, 10%[1.84 µM], ?, -17%
Results for O=c1cccc2n1CC1CC2CN2CCCCC12 (centres undefined) : 8%, -3%, ·, 7%
Results for CCOCCCN=Cc1c(O)n(Cc2ccccc2)c(=O)[nH]c1=O : -10%, 9%, -2.9%, -2%
Results for O=C(O)[C@H]1CCN1 : 6%, 6%, 4.2%, ·

In a second layout: four of the compounds above
molecule,p53ts 39C tox,p53ts 32C tox,IkB signaling,Peg3 imprint
Cc1cccc(CS(=O)(=O)Cc2ccc(C(=O)N3CCC4(CC3)OCCO4)o2)c1,3%,-6%,-1.1%,-2%
C=C(CC1(C(C)NP(=O)(c2ccccc2)c2ccccc2)CC1)c1ccccc1 (centres undefined),?,26%,·,-20%
COc1cc([C@@H]2c3cc4c(cc3[C@H](O)[C@H]3COC(=O)[C@H]23)OCO4)cc(OC)c1OC,-14%,-2%,·,-16%&-20%
c1ccc2c(NC3=NCCS3)cccc2c1,0%,11%,2.5%,-14%

Further records
SMILES	p53ts 39C tox	p53ts 32C tox	IkB signaling	Peg3 imprint
Cc1ccc(OCC(=O)N2CCN(CC3CC4C=CC3C4)CC2)cc1 (centres undefined)	-17%	-6%	4.1%	·
O=C(CCc1nc(C2=CCN(Cc3cccc(Cl)c3)CC2)no1)Nc1ccccc1F	-2%	-2%	?	10%[10.9 µM]
CC(C)c1cccc(C(C)C)c1OCCn1ccnc1	-10%	-5%	0.2%	-11%
NC(N)=N/N=C\c1c(Cl)cccc1Cl	3%	3%	·	-39%[inhibitor]
O=c1[nH]c(=O)n(C2CCCCC2)c(O)c1C1NCCc2ccccc21 (centres undefined)	15%	11%	?	-2%
CC1(C)C(O)CC(O)[C@]2(C)C1CC(O)[C@]1(C)C2CC[C@@]2(C)C(c3ccoc3)OC(=O)C3O[C@]312 (some centres undefined)	-5%	21%	·	-4%
COCCNc1oc(-c2ccc(OC)cc2)nc1C#N	?	-24%	-3.5%	-9%[10.9 µM]
COc1ccc(OC)c(C(O)C(C)N)c1 (centres undefined)	2%	7%	·	-2%&-9%
O=C(Cl)OCc1ccccc1	5%	-6%[1.84 µM]	3.0%	-5%
OC(C#CCN1CCOCC1)(c1ccccc1)C1CCCC1 (centres undefined)	-1%	-5%	·	·
O=C(CNS(=O)(=O)c1ccc(Br)s1)N1CCC2(CC1)OCCO2	-14%	-11%	-0.4%	-10%
CC(C(=O)O)c1ccc(-c2ccccc2)c(F)c1 (centres undefined)	0%	-5%	4.0%	-74%&-48%[inhibitor]
CC(=NCc1ccco1)c1c(O)n(Cc2ccccc2)c(=O)[nH]c1=O	-3%	-1%	-0.5%	-9%
O=C(O)CN1C(=O)CN=C(c2ccccn2)c2cc(Cl)ccc21	0%[9.22 µM]	1%[9.22 µM]	1.4%[11.4 µM]	-11%[10.9 µM]
CCC(C(=O)Nc1ccccc1C(=O)OC)n1nc(C)c2c(C)n(-c3ccc(C)cc3)nc2c1=O (centres undefined)	41%[activator]	56%[activator]	?	-5%[10.9 µM]
O=P(C(c1c[nH]c2ccccc12)N1CCOCC1)(N1CCOCC1)N1CCOCC1 (centres undefined)	11%	29%	2.2%	-6%
COc1cc(OC)cc(C(=O)Nc2ccc(Cl)cc2C(=O)c2ccccc2Cl)c1	2%	16%	-1.1%	-2%[10.9 µM]
OCC(Cl)CCl (centres undefined)	8%	?	2.1%	2%
CCC(=O)N1c2ccc(S(=O)(=O)CCC(=O)N3CCC4(CC3)OCCO4)cc2CC1C (centres undefined)	15%	13%	-1.9%	-6%
O=c1cccc2n1CC1CC2CN(Cc2ccc3c(c2)OCO3)C1 (centres undefined)	-8%	-5%	2.0%	-15%
CC(C)C(=O)c1cn(Cc2ccccc2C#N)c2ccccc12	-6%	6%	6.0%	-17%
C=CCN1C(=O)C2(C(C(=O)OCC)=C(N)Oc3ccccc32)c2c1c1ccccc1oc2=O (centres undefined)	2%	11%	-1.7%	-12%
CCC(CC)N1CCN(C(=O)Cc2ccccc2)CC1	?	-14%	·	·
CC1CC(Cl)CCC1C(=O)OC(C)(C)C (centres undefined)	10%	4%	·	6%
CCC12CN3CCN(CC(C3)/C1=N\O)C2	9%	6%	0.0%	3%
Carrying on:
SMILES	p53ts 39C tox	p53ts 32C tox	IkB signaling	Peg3 imprint
O=[N+]([O-])c1ccc(Cl)c(Cl)c1Cl	19%	5%[1.84 µM]	4.0%	3%
CC(C)n1cc2c3c(cccc31)[C@@H]1C[C@H](C(=O)O[C@@H](C)[C@H](C)O)CN(C)[C@H]1C2	0%	-13%	-7.0%	·
CC(N)C(=O)OC(C)(C)Cc1ccc(Cl)cc1 (centres undefined)	3%	-4%	·	-26%&-16%
CC[C@@H](CO)NC(=O)[C@H]1C=C2c3cccc4[nH]cc(c34)C[C@H]2N(C)C1	-6%	-3%	-0.1%	-11%
CCn1c(=O)cc(SCC(=O)N2CCC3(CC2)OCCO3)c2ccccc21	-6%	7%	6.1%	-9%
c1csc(CN2CCC3(CCNCC3)CC2)n1	-5%	-6%	0.2%[11.4 µM]	·
Cn1c2ccccc2c2c(C(=O)N3CCC4(CC3)OCCO4)cn(C3CCCCC3)c(=O)c21	-10%	-4%	0.3%	-6%
O=C(c1ccc(Cl)cc1)C12CN3CN(CN(C3)C1)C2	-4%	-8%	0.2%	2%
O=C(c1ccc2c(c1)N(Cc1c(F)cccc1Cl)C(=O)c1ccccc1S2)N1CCC2(CC1)OCCO2	17%	12%	?	7%[10.9 µM]
CCOC(=O)c1cncn1[C@@H](C)c1ccccc1	7%[20.6 µM]	-1%[20.6 µM]	-2.3%[25.6 µM]	-6%[16.8 µM]
Cc1ccc(-n2nc(C)c3c2NC(=O)CSC3c2ccc3c(c2)OCO3)cc1 (centres undefined)	10%	-2%	6.7%	-12%
CN(C)c1ccc(NC(=O)CN2C(=O)CN=C(c3ccccc3)c3ccccc32)cc1	-8%	9%	0.1%	-18%
O=C(O)[C@@H](O)[C@@H](O)[C@@H]1[O][Sb][O][C@@H]1CO	6%[9.22 µM]	6%[9.22 µM]	15%[11.4 µM]	·
COc1ccc(OC)c([C@H](O)[C@H](C)N)c1	5%[20.6 µM]	-1%[20.6 µM]	0.3%[25.6 µM]	-10%[16.8 µM]
COc1ccc(C2=NCc3nnc(C)n3-c3ccc(Cl)cc32)cc1Cl	-16%	3%	·	·
CC(=NCCN1CCOCC1)c1c(O)n(C2CCCCC2)c(=O)[nH]c1=O	3%	9%	-1.9%	1%
CC(C)(C)c1nc(NCc2ccc3c(c2)OCO3)c2nnn(Cc3ccccc3Cl)c2n1	11%	1%	·	·
CC1=NN(c2ccc(S(=O)(=O)O)cc2C)C(=[OH+])[C@H]1N=Nc1cc(S(=O)(=O)O)ccc1C(=O)O.O.[Cr]	-2%[9.22 µM]	1%[9.22 µM]	1.7%[11.4 µM]	?
CC(=NCCCn1ccnc1)c1c(O)n(C)c(=O)n(C)c1=O	9%	-17%	-3.1%	8%
COc1ccc(CCNCc2ccccn2)cc1OC	-8%	-12%	-1.4%	5%
C[C@@H](C(=O)O)c1ccc(-c2ccccc2)c(F)c1	-7%	-5%	0.3%	-79%[inhibitor]
CCCCN1C(=O)NC(=O)C2(Cc3cc(C)ccc3N(C)C2)C1=O (centres undefined)	1%	2%	0.7%	-14%
OCCN1C2CCC1CC(O)(c1ccc(F)cc1)C2 (centres undefined)	6%	1%	0.2%	-5%
C[C@H]1O[C@H](O[C@H]2[C@H](O)[C@@H](O)[C@@H](O)[C@H](O)[C@@H]2O)[C@@H](N)C[C@@H]1NC(=N)C(=O)O	4%	-1%	·	5%
CCOc1ccc(NC(=O)c2cc3c(C)nn(-c4ccccc4)c3s2)cc1	?	?	?	-12%[10.9 µM]
CCC12C=CCN3CCC4(c5ccc(OC)cc5N(C)C4[C@@](O)(C(=O)OC)C1OC(C)=O)C32 (some centres undefined)	4%	8%	·	-16%
O=C(O)COc1ccccc1	-5%	12%[1.84 µM]	0.9%	7%
CC(=NCCCN1CCOCC1)c1c(O)n(-c2ccccc2C)c(=O)[nH]c1=O	-20%	1%	?	-47%[inhibitor]
COc1cccc(-c2nn3c(=O)cc(CN4CCN(C(=O)COc5ccccc5C)CC4)nc3s2)c1	-2%	-1%	?	7%[10.9 µM]

Fetched one by one from the entries so far, 2 records:
SMILES	p53ts 39C tox	p53ts 32C tox	IkB signaling	Peg3 imprint
O=C(c1ccc(Cl)cc1)C12CN3CN(CN(C3)C1)C2	-4%	-8%	0.2%	2%
CC(=NCCCN1CCOCC1)c1c(O)n(-c2ccccc2C)c(=O)[nH]c1=O	-20%	1%	?	-47%[inhibitor]
